Screens as filed in PubChem BioAssay.
ULK1 primary: inhibitors of human ULK1 kinase; AlphaScreen Atg13 phosphorylation by ULK1, luminescence; inhibition, % at 5.96 µM; 30,000 tested, 1.9% active; AID 1259251; in the data active = inhibition above about 43%;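 also: 0% = median of compound wells and 100% = no enzyme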
Target sequence (O75385 whole entry, looked up): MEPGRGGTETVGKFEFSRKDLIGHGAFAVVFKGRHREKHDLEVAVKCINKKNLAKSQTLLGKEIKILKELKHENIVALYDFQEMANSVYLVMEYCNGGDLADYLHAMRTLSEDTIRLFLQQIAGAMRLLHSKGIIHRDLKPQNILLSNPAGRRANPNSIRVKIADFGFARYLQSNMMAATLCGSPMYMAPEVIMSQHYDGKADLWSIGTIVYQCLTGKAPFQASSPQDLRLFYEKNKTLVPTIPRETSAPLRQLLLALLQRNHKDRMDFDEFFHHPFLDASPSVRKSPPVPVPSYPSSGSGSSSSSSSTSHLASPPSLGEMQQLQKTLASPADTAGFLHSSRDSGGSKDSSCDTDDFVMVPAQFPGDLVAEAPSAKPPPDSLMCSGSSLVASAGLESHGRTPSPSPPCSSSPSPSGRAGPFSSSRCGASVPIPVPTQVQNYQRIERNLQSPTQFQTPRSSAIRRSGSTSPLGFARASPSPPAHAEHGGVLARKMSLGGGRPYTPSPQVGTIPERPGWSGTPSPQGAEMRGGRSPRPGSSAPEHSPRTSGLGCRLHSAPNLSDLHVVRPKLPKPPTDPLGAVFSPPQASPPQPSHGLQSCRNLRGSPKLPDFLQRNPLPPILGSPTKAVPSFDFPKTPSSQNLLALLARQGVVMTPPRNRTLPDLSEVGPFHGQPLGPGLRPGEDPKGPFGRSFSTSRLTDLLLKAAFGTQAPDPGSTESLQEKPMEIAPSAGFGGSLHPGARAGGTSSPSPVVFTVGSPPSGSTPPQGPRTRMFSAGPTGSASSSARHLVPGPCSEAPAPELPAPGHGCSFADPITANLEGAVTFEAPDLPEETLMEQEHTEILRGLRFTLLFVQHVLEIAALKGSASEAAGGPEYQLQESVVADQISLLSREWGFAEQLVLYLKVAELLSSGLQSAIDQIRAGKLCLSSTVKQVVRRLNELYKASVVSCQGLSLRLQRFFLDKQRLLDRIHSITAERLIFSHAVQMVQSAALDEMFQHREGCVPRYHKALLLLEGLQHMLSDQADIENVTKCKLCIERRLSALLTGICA
ASK1 inh: inhibitors of human ASK1 kinase | AlphaScreen MKK6 phosphorylation by ASK1, luminescence | Q99683 | 22,000 tested, 0.99% active | inhibition, % at 7.44 µM | AID 1159602; in the data active = inhibition above about 35%;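 also: 0% = median of compound wells and 100% = no enzyme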
The depositor's hits bear a star; x = not tested or not shown; & = joins results of further samples. Not a hit list. Share with any hit: about 3%.

Each structure is followed by: ULK1 primary, ASK1 inh
[1] Cc1ccccc1C(=O)Nc1ccccc1-c1cnn(C)c1
  1, x
[2] O=C(O)COc1ccccc1/C=N/NC(=O)COc1ccc(-c2ccccc2)cc1
  -3, x
[3] COC(=O)C1CC(=O)N(c2ccccc2C)C1 (stereo unspecified)
  11, x
[4] CCNc1nc(C)cc(NCCc2ccc(O)cc2)n1
  10, 3
[5] CC(=O)Nc1ccc(Nc2cc(C)nc(Nc3ccc4ncccc4c3)n2)cc1
  -5, 3
[6] Cc1cc(NCc2ccccc2)nc(Nc2nc3ccccc3n2C)n1
  -1, -18
[7] Cc1cc(Cl)ccc1OCC(=O)Nc1cc(-c2ccncc2)cn(C)c1=O
  6, -12
[8] CCc1cnc(Nc2cccc3ncc(-c4cccc(NS(C)(=O)=O)c4)cc23)nc1
  1, -2
[9] COc1ccc(CNc2cc(C)nc(-c3cccc(C)c3)n2)cc1
  -13, -7
[10] O=C1CCCN1CCn1cnc2c(NCc3ccccc3)nc(-c3csc4ccccc34)nc21
  -3, -5
[11] COc1ccc(CCNc2nc(NCCCN3CCCC3=O)nc3c2ncn3C(C)C)cc1
  5, -6
[12] COc1cc(Nc2nc(Nc3ccc4ncccc4c3)nc3nc[nH]c23)cc(OC)c1OC
  22, 13
[13] O=C(Nc1ccc(N2CCOCC2)cc1)c1csc(Br)n1
  -4, 2
[14] Cc1nn(C)c(C)c1-c1ncc(C(=O)Nc2ccccc2)s1
  -5, -15
[15] Cc1cc(NC2CCN(Cc3ccccc3)CC2)nc(-c2c(C)nn(C)c2C)n1
  -9, 7
[16] COc1ccc(CCNC(=O)c2cccc(-c3ccccc3)n2)cc1
  -19, -28
[17] CC(C)n1c(Nc2ccncc2)nc2c(NCCc3ccc(O)cc3)ncnc21
  -12, -2
[18] COc1cc2nc(Nc3ccc(C(F)(F)F)cc3)nc(NCCc3ccc(O)cc3)c2cc1OC
  -23, -4
[19] CC(C)n1cnc2c(NC3CC3)nc(Nc3ccncc3)nc21
  21, -6
[20] Oc1ccc(O)cc1
  2, x
[21] CC(C)N(CCNC(=O)c1cnc(NC2CCC(O)CC2)s1)C(C)C (stereo unspecified)
  3, 3
[22] CC(=O)Nc1ccc(Nc2nc(Nc3cnccn3)nc3c2ncn3C2CCCCC2)cc1
  16, 1
[23] Cc1cnc(-c2ccc(C(=O)NC3CC3)cc2)nc1NCCc1ccc(O)cc1
  -3, -6
[24] Nc1nc(NCc2ccc3c(c2)OCO3)cc(Nc2ccc3c(c2)OCO3)n1
  9, 9
[25] Cc1ccc(OCC(=O)n2nc(C)c(S(=O)(=O)N3CCC(C)CC3)c2C)cc1
  -2, x
[26] Cc1ccc(NC(=O)C(C)Sc2nc(N)cc(N)n2)cc1 (stereo unspecified)
  -11, x
[27] Cn1cc(-c2ccc3cnc(Nc4ccccc4)cc3c2)cn1
  66*, -30
[28] CN(C)C(=O)Cc1ccc(S(C)(=O)=O)cc1
  -10, x
[29] c1ccc(-c2cnc(NC3CCCCC3)nc2)cc1
  -2, x
[30] COc1ccc(/C=C(\C#N)C(=O)Nc2ccc([N+](=O)[O-])cc2Cl)c(OC)c1
  -5, x
[31] COc1cc(Nc2nc(Nc3cnccn3)nc3c2ncn3C(C)C)cc(OC)c1OC
  26, 13
[32] Cc1cnc(-c2cccc(N)c2)nc1Nc1ccc(N2CCOCC2)cc1
  -10, 51*
[33] CCOC(=O)C1C(c2ccc(O)c(OC)c2)NC(=O)NC1(O)C(F)(F)F (stereo unspecified)
  2, x
[34] FC(F)(F)c1ccc(Cn2cnc3c(NCc4cccnc4)nc(-c4ccccc4)nc32)cc1
  -41, 12
[35] CCCCCC(N)=O
  9, x
[36] CC(C)N(CCNC(=O)C1CCN(c2ccc(Nc3ccc(N4CCOCC4)cc3)nn2)CC1)C(C)C
  -5, -11
[37] COc1cc(-c2cn[nH]c2)ccc1NC(=O)C1COc2ccccc2C1 (stereo unspecified)
  -15, 0
[38] c1cc(-c2cn[nH]c2)c2cnc(Nc3ccc(-n4cnc(N5CCOCC5)n4)cc3)nc2c1
  0, 12
[39] CN1CCN(C(=O)c2ccc(-c3cncc(C(=O)NCc4nc5ccccc5[nH]4)c3)cc2)CC1
  8, 1
[40] O=C(Nc1ccc(N2CCOCC2)cc1)c1cccc(-n2cc(Nc3cscc3Br)cn2)c1
  4, 7
[41] c1ccc(Nc2nccc(-c3ccccc3)n2)cc1
  -21, 11
[42] OCC(CO)c1ccccc1
  6, x
[43] CC(C)n1c(Nc2ccncc2)nc2c(NCCCN3CCCC3=O)ncnc21
  14, -9
[44] COc1cc(Nc2nc3c(NCc4ccccc4)ncnc3n2C(C)C)cc(OC)c1OC
  -5, 9
[45] CC(=O)Nc1ccc(Nc2nc(-c3c(C)noc3C)nc3c2ncn3CCN2CCCC2=O)cc1
  15, 15
[46] CC(=O)c1cccc(-c2ccc(C(=O)Nc3ccc(N4CCOCC4)cc3)s2)c1
  -4, 0
[47] CC(=O)Nc1ccc(NC(=O)Cc2cn(-c3ccc(Nc4nccc5ccccc45)nn3)c3ccccc23)cc1
  4, 15
[48] COc1ccc(CCNC(=O)c2cccc(-c3ccc(N4CCN(C)CC4)cc3)c2)cc1
  1, 2
[49] O=C(NCCCN1CCCC1=O)c1cc(N2CCCC2CO)nc2ccccc12 (stereo unspecified)
  1, -7
[50] COc1ccc(-c2nc(NCc3nc4ccccc4[nH]3)c3ncn(C(C)C)c3n2)cc1
  4, -11

More records.
Each structure is followed by: ULK1 primary, ASK1 inh
[51] CCOc1ccc(N=Nc2ccc(N)cc2N)cc1
  -8, x
[52] CC(=O)Nc1ccc(Nc2ncnc3nc(Nc4ccc(N5CCOCC5)cc4)[nH]c23)cc1
  35, 13
[53] Cc1nc(N2CCC(C)CC2)c(C#N)c(C)c1[N+](=O)[O-]
  4, x
[54] C[C@H](O)C(=O)N1CCCC(C(=O)Nc2ccc3[nH]ncc3c2)C1 (stereo partly specified)
  3, -4
[55] CCN(CC)c1nc(NCCc2ccc(OC)cc2)nc(Nc2ccc3ncccc3c2)n1
  -23, 5
[56] CCN(CC)c1nc(NCCCN2CCCC2=O)nc(Nc2cc(OC)c(OC)c(OC)c2)n1
  2&-10, -3&5
[57] NC(=O)c1ccc(-c2cccc(C(=O)NCCc3ccc(O)cc3)n2)cc1
  -4, 7
[58] O=[N+]([O-])O[C@@H]1CO[C@H]2[C@@H]1OC[C@@H]2O
  3, x
[59] COc1cc(Nc2nc(Nc3ccc(NC(C)=O)cc3)c3ncn(Cc4ccc(C(F)(F)F)cc4)c3n2)cc(OC)c1OC
  -38, 1
[60] c1cc(NCC2CCCO2)nc(Nc2ccc(N3CCOCC3)cc2)n1 (stereo unspecified)
  -5, -19
[61] COc1nc(Nc2ccc(Oc3ccccc3)cc2)nc(-c2cccc(C(C)=O)c2)n1
  -5, 1
[62] NC(=O)c1ccc(-c2ncc(C(=O)NCCOc3ccccc3)s2)cc1
  -13, -2
[63] CN(C)C(=O)c1cc(-c2cn[nH]c2)ccc1NC(=O)C1COc2ccc(Cl)cc2C1 (stereo unspecified)
  0, -26
[64] NC(=O)c1cccc(-c2cccs2)c1
  -19, 29
[65] Cc1nc(C)n(-c2ccc(Nc3nccc(-c4cncc(N5CCOCC5)c4)n3)cc2)n1
  -4, 9
[66] Cn1c(Nc2nc(NC3CCN(Cc4ccccc4)CC3)c3ncn(C4CCCCC4)c3n2)nc2ccccc21
  -15, -3
[67] COc1ccc(CCNc2nc(-c3cccs3)nc3c2ncn3CCN2CCCC2=O)cc1
  -11, 4
[68] COc1cc(Nc2cc(NCc3cccc(C(F)(F)F)c3)ncn2)cc(OC)c1OC
  1, 7
[69] Cc1nn(C)c(C)c1-c1nc(NC2CCN(Cc3ccccc3)CC2)c2ncn(C3CCCCC3)c2n1
  -16, 9
[70] CCn1c(=O)oc2cc(NC(=O)CCl)ccc21
  11, x
[71] CC(=O)Nc1ccc(Nc2nc(Nc3cccc(N(C)C)c3)nc3c2ncn3C2CCCCC2)cc1
  41, -1
[72] COc1ccc(CCNC(=O)c2ccnc(Nc3ccccn3)c2)cc1
  -1, 2
[73] CCCNc1nc(-c2c(C)nn(C)c2C)nc2c1ncn2C1CCCCC1
  7, 5
[74] NC(=O)N/N=C/c1c(Br)cc(Br)c(O)c1Br
  17, x
[75] O=S(=O)(NCCc1csc(-c2ccc(Cl)cc2)n1)c1cccc(F)c1
  -13, x
[76] CCCCNc1c([N+](=O)[O-])c(=O)oc2ccccc12
  3, x
[77] CCCCCCCCCn1c(SCCO)nc2c1c(=O)[nH]c(=O)n2C
  -20, x
[78] Nc1ccnc(N2CCCC2CO)n1 (stereo unspecified)
  7, 7
[79] Cc1cnc(-c2cccs2)nc1NCCO
  -7, -10
[80] O=C(C1CCCCC1)N1CCc2nc3ccccn3c(=O)c2C1
  16, x
[81] O=C(Nc1ccc2c(c1)OCO2)c1ccc2nc(Oc3ccccc3)sc2c1
  -5, 7
[82] COc1ccc2c(c1)CCNC2C(=O)Nc1cc(F)c(-c2cn[nH]c2)cc1OCCN(C)C (stereo unspecified)
  8, -5
[83] CC(=O)c1cccc(-c2nc(C(=O)NCCN(C(C)C)C(C)C)cs2)c1
  3, -2
[84] O=C(O)CCCC(=O)Nc1ccccc1N1CCCCC1
  1, x
[85] c1cncc(CNc2nc(-c3cccs3)nc3nc[nH]c23)c1
  -14, -20
[86] O[C@H]1COC2C1OC[C@@H]2O (stereo partly specified)
  3, x
[87] COC(=O)[C@@H](NC(=O)Oc1ccccc1)C(C)C
  -3, x
[88] COc1cc(Nc2nc(Nc3ncccn3)nc3c2ncn3-c2ccsc2)cc(OC)c1OC
  0, 4
[89] COC(=O)CN(c1nc(C)c(Br)c(OC)n1)S(=O)(=O)c1ccccc1
  -6, x
[90] CN(C)Cc1ccccc1
  8, x
[91] CCCCCC(O)C1C(=O)OC(C)C(O)/C=C/C=C/C=C/C=C/C=C(\C)C(O)CC(O)CC(O)CC(O)CC(O)CC(O)CC1O (stereo unspecified)
  3, x
[92] O=C(NCCN1CCOCC1)c1ccc2nc(N3CCN(Cc4ccc5c(c4)OCO5)CC3)sc2c1
  -14, -3
[93] C=CCNc1nc2cc(S(C)(=O)=O)ccc2n2ccnc12
  18, x
